Compound activity as filed in PubChem BioAssay.
HSF-1 act: increases HSF-1 driven luciferase reporter signal | NIH3T3-HGL HSF-1 luciferase reporter, MG132, 8 h; 100% = twice DMSO control signal | activation, % at 9 µM | hit rate 1.7% among 300,000 | AID 504408;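 active = mean replicate activation of at least 50% with a set share of replicates each reaching 50%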;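 note: 0% = median of the neutral control wells and 100% = twice that signal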
aSyn 5UTR inh: 5' untranslated region of α-synuclein, MLPCN primary screen. alpha-synuclein 5'UTR reporter, inhibitor activity. inhibition, % (tested at 7.5 µM). hit rate 0.82% among 300,000. AID 1813; in the data active = inhibition above about 60%;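 note: H4 neuroglioblastoma cells stably carrying SNCA 5'UTR luciferase fusion; 0% = DMSO wells and 100% = positive control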
KLF5 inh: suppresses KLF5 promoter-driven expression | inhibition, % at 5 µM | hit rate 0.23% among 290,000 | DLD-1 KLF5 promoter-luciferase reporter, luminescence;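 active = inhibition above a per-plate limit of that plate's mean compound inhibition plus 3 SD, cut at about 60% in these data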;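 note: 0% = DMSO wells and 100% = LY294002 at 200 µM; higher means less KLF5 promoter-driven luciferase light; inactives centre near -14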
HSF1 inh: HSF1 inhibition. AID 2098. NIH3T3-HGL HSE-luciferase, MG132-induced, luminescence 8 h; active compounds read low. activity change, negative = inhibition, % at 7.5 µM (by protocol). hit rate 0.77% among 300,000;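 active = more than half of replicate wells show activity change below -50%, luminescence cut by over half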;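 note: luciferase reports HSF-1 transcriptional activity via heat shock element; 0% = median of DMSO wells and -100% = zero luminescence signal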
GSK3B inh: inhibitors of human GSK3beta kinase; P49841; GST-GSK3beta kinase, ADP-Glo luminescence, 60 min; active compounds read low; activity score (negative = inhibition), % at 10 µM; hit rate 0.038% among 300,000; AID 2097;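 active = more than half of replicate wells score below -50%, meaning over 50% inhibition versus plate controls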;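 note: 0% = median DMSO wells and -100% = median GW8510 positive control wells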
Target sequence (P49841 whole entry, looked up): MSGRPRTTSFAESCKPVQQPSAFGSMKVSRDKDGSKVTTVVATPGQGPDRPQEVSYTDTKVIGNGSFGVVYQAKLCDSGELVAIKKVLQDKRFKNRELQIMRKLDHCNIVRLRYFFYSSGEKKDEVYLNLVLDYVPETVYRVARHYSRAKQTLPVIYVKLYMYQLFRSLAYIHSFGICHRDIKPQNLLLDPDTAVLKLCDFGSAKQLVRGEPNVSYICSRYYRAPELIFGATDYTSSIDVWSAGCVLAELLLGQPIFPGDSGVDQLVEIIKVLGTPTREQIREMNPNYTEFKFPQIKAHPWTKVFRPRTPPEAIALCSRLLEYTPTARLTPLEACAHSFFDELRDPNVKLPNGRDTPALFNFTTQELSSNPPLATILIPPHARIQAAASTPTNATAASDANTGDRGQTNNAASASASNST
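Assay system: GST-fused GSK3beta enzyme, cell-free / Medium: Tris pH 7.5 buffer with MgCl2, DTT, BSA, heparin / Also added: peptide substrate plus 25 µM ATP (final) / Compound: 10 µM single point / Timing: kinase reaction with compound 60 min at room temperature / Detection: ADP-Glo luminescence / Benchmarks: DMSO neutral wells and GW8510 at 20 µM as positive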
GSK3 alpha inh: blocks human GSK-3 alpha kinase; P49840; ADP-Glo luminescence, 60 min; inhibition, % at 10 µM; hit rate 0.1% among 320,000;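 in the data active = inhibition above about 50%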;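 note: GST-tagged GSK-3 alpha with peptide substrate and 25 µM ATP; 0% = DMSO neutral wells and 100% = GW8510 positive control wells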
Target sequence (P49840 whole entry, looked up): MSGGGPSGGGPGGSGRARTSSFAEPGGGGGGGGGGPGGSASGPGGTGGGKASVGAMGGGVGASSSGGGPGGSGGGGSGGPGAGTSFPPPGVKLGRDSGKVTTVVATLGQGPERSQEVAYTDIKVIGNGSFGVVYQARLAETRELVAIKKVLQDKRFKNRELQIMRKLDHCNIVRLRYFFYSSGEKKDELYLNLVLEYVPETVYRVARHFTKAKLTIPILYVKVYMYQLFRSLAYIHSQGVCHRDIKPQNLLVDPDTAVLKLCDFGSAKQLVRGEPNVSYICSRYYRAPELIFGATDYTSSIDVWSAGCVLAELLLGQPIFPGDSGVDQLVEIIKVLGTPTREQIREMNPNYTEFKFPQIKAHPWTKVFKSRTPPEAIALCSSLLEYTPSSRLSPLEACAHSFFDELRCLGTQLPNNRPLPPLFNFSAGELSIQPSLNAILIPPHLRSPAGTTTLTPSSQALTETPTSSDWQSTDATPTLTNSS
AI-2 QS modul: modulates the Vibrio harveyi AI-2 quorum sensing system | activity change, % at 7.5 µM | hit rate 0.4% among 300,000 | Vibrio harveyi JMH597 AI-2 luminescence/OD600 ratio, 9 h; active compounds read low; strain lacks LuxN and CqsS sensors; 0 = neutral-control median; in the data active = activity change below about -75%, passing the limit was not always enough;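 note: luminescence divided by OD600 gain over 9 h not by final OD600 alone; inactives centre near 13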
IEC-6 tox: counter-screen for KLF5 inhibitors: cytotoxicity in IEC-6 cells; IEC-6 cytotoxicity, luminescence viability; inhibition, % at 5 µM; hit rate 0.78% among 290,000; AID 1825; in the data active = inhibition above about 22%;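 note: 0% = plate median of test compound wells and 100% = cytotoxic reference compound wells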
HSP90 refold inh: inhibitors of HSP90 luciferase refolding in rabbit reticulocyte lysate; luciferase refolding luminescence, 3 h; inhibition, % at 5.6 µM; hit rate 0.91% among 290,000; AID 1789;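 active = inhibition above the screen-wide mean plus 3 SD, computed separately per campaign, cut at about 16% in these data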;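 note: 0% = DMSO wells and 100% = 60 µM geldanamycin wells; inhibitors lower the luminescence because luciferase stays unfolded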
HIF activator: HIF pathway transcriptional activation. U2OS HRE-luciferase reporter, luminescence; normalized: DMSO 0%, desferrioxamine 100%. activation, % at 7.5 µM (by protocol). hit rate 0.32% among 300,000;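 active = mean activation of at least 10% of the iron chelator positive control signal, with at least half of replicates also reaching 10%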
* hit, by the source's call; · = not tested or not shown.

SMILES | HSF-1 act | aSyn 5UTR inh | KLF5 inh | HSF1 inh | GSK3B inh | GSK3 alpha inh | AI-2 QS modul | IEC-6 tox | HSP90 refold inh | HIF activator
O=S(=O)(NCc1ccco1)c1ccc(S(=O)(=O)N2CCCCC2)cc1 | 37 | -25 | -4 | 1 | -1 | 0 | 17 | -3 | -1 | -0.5
O=C(O)C1CCN(c2ccccc2[N+](=O)[O-])CC1 | 4 | 9 | -13 | -5 | 2 | -2 | 8 | 8 | 3 | 0.1
Nc1ncc(-c2cc3ccccc3oc2=O)s1 | -1 | -19 | -47 | 0 | -1 | 2 | 48 | 3 | 4 | -21
COc1cccc(NS(=O)(=O)c2ccc(S(=O)(=O)N3CCOCC3)cc2)c1 | 46 | 9 | -27 | 16 | 2 | -1 | -3 | -7 | -3 | -0.5
CC(C)c1ccc(/C=C2\CC/C(=C\C=N\N(C)C)C2=O)cc1 | 26 | -73 | -177 | 18 | 3 | 0 | 22 | 0 | 0 | -0.4
CN(c1ccccc1C(=O)NCC1CCCO1)S(C)(=O)=O (stereo not drawn) | 3 | 28 | -18 | 0 | 0 | · | 19 | -1 | 8 | 0.4
O=C(CCSc1nnc(-c2ccncc2)o1)Nc1cccc(Cl)c1 | -9 | -6 | -7 | 0 | -1 | 0 | 7 | -7 | -6 | 0.1
C=CCOn1c(C)c(C(C)=O)c2c3no[n+]([O-])c3ccc21 | -10 | -18 | -13 | -8 | -4 | -2 | 22 | 4 | 4 | 0.3
c1ccc(-c2nc(N3CCOCC3)c3ccccc3n2)nc1 | -21 | 6 | -13 | -9 | -3 | -1 | 9 | 9 | 0 | 0.0
Cc1ccc(-c2ccnc3c(Br)c(C)nn23)cc1 | 17 | 25 | -14 | 4 | 1 | -1 | 4 | 28* | 8 | 1.0
S=C1SCN(CC2CC2)CN1CC1CC1 | 8 | -27 | 9 | -3 | 1 | -2 | 4 | 3 | -3 | -0.9
Cc1c(C(=O)N2CCOCC2)c(S(=O)(=O)Nc2ccc(OC(F)(F)F)cc2)c(C)n1C | -24 | 12 | -15 | 0 | 13 | 3 | 12 | 1 | 3 | -0.1
CCCSc1ncccc1C(=O)O | 5 | 13 | -25 | -1 | -2 | -1 | 12 | -3 | 3 | -0.4
O=C(COC(=O)c1ccc(O)cc1)Nc1cccc(S(=O)(=O)NC2=NCCCCC2)c1 | -4 | -3 | -3 | -8 | 5 | 2 | 38 | 1 | -5 | -0.2
O=C(NCc1cccs1)c1ccc(CS(=O)Cc2ccccc2Cl)o1 (stereo not drawn) | -20 | -6 | 4 | 4 | 1 | 3 | 24 | 11 | 3 | 0.6
CCN(CC)S(=O)(=O)c1ccc(N2CCOCC2)c(NC(=O)c2cnccn2)c1 | 0 | -2 | -4 | 4 | -1 | · | 21 | 4 | -1 | -0.2
COc1ccc([N+](=O)[O-])cc1NC(=O)CCN1CCN(CCO)CC1 | 0 | 0 | -4 | -3 | -3 | -1 | 12 | 2 | 0 | -0.2
CCC(C(=O)NCCC(C)C)N(Cc1ccccc1Cl)C(=O)c1snc(C(N)=O)c1N (stereo not drawn) | 2 | -8 | -33 | 2 | 2 | 7 | 19 | -1 | 6 | -8.5
COc1cc(NC(=O)c2ccc(F)cc2)c(OC)cc1Cl | -11 | -36 | -21 | -3 | -4 | -3 | 6 | 7 | 4 | -0.1
Cc1ccc(C(=O)NNC(=S)Nc2cccc(Cl)c2Cl)cc1[N+](=O)[O-] | 1 | -46 | -36 | -6 | 0 | · | 3 | -3 | 3 | 0.0
CCc1[nH]nc(C(=O)N2CCCC(CNS(=O)(=O)c3cccs3)C2)c1C (stereo not drawn) | 26 | -10 | -11 | 1 | 0 | -3 | 11 | 4 | 2 | 0.8
CCc1sc(N(C(=O)Cc2ccccc2)c2cccc(F)c2)nc1-c1ccc(C)cc1 | -32 | 0 | 2 | -29 | -2 | -1 | 16 | -8 | -3 | 1.5
O=C(NCc1ccco1)C(c1ccccc1)N(Cc1ccccc1)C(=O)Cn1nnc2ccccc21 (stereo not drawn) | -1 | 12 | -8 | 0 | 0 | -1 | 2 | -3 | 0 | 0.1
Cc1ccccc1OCCNC(=S)Nc1ccccc1 | 9 | -22 | -3 | 1 | -2 | 3 | -7 | 0 | 0 | 0.1
S=C(Nc1ccc(Br)cc1)NC1CCCCC1 | 33 | -119 | -24 | 15 | 2 | 0 | 3 | 8 | -3 | 0.3
SMILES | HSF-1 act | aSyn 5UTR inh | KLF5 inh | HSF1 inh | GSK3B inh | GSK3 alpha inh | AI-2 QS modul | IEC-6 tox | HSP90 refold inh | HIF activator
Cc1cc(C)n2cc(CSc3ncn[nH]3)nc2n1 | -1 | -7 | -34 | -10 | -1 | -3 | 3 | -2 | 0 | 0.5
Cn1nnnc1SCC(=O)Nc1nc2ccccc2s1 | 18 | -151 | -53 | 13 | 3 | 0 | 32 | 9 | 0 | 4.1
CCO[C@H]1OC(C(=O)N2CCOCC2)=C[C@@H](c2coc3ccccc3c2=O)[C@@H]1CCCO | -8 | 2 | 0 | -2 | 1 | 0 | 0 | 2 | 4 | 0.0
CCOC(=O)/C(C#N)=C/c1cccc([N+](=O)[O-])c1 | -2 | 8 | 4 | -5 | -1 | -1 | 3 | 2 | 1 | -0.4
O=C(COc1ccccc1[N+](=O)[O-])Nc1ccccc1N1CCCC1 | 24 | -11 | -3 | 4 | 2 | 0 | 12 | 8 | 4 | -0.3
COc1ccc(OC)c(-c2csc(NC(=O)C3c4ccccc4Oc4ccccc43)n2)c1 | 1 | 16 | 0 | -4 | -1 | -2 | 12 | 0 | 3 | -0.7
O=C(COc1ccc(Cl)cc1)N1CCCCCCC1 | 23 | -4 | -1 | 7 | 6 | 4 | 25 | -4 | -2 | 0.7
CCn1c(C)nc2cc(S(=O)(=O)N3CCCCC3)ccc21 | -10 | 11 | -33 | 3 | -1 | 0 | -1 | -7 | -2 | -0.2
CN1N=C(c2ccc(F)c(F)c2)CSC1=NCc1ccccc1 | 5 | -6 | -1 | 11 | 1 | -2 | -7 | -7 | 2 | 2.1
Oc1ccc2ccccc2c1CNn1cnnc1 | 7 | -4 | -37 | -1 | 3 | -1 | 18 | 4 | -2 | -0.1
CC(C)(C)c1ccc(C(=O)N/N=C2\C3CN4CCN(C3)CC2(c2ccccc2)C4)cc1 | 1 | -3 | 2 | -2 | -20 | · | 30 | -2 | 3 | 3.1
OC(CNCC#Cc1ccccc1)c1ccccc1 (stereo not drawn) | -7 | 12 | -9 | -1 | 3 | -5 | 20 | -4 | 1 | -0.1
CCCn1ncc(/C=N/O)c1C | -13 | -3 | -13 | -9 | -13 | -1 | 8 | 1 | 6 | 0.4
O=C(Cn1c(=O)sc2ccccc21)NCc1ccco1 | -1 | -21 | -12 | 8 | -3 | -2 | 8 | -3 | -2 | -0.5
O=C(NCc1ccco1)C1c2ccccc2Oc2ccccc21 | 1 | 4 | -27 | -3 | 2 | -2 | 24 | -6 | -1 | -0.1
CC(Sc1ccc(Cl)cc1)C(=O)NCc1cccnc1 (stereo not drawn) | 16 | -4 | -44 | 3 | 0 | -1 | 18 | -1 | 4 | -0.6
CCn1nc(C)c(/C=N/NC(=O)Cn2nnnc2N)c1C | -7 | 5 | -12 | 6 | -25 | 0 | 8 | -4 | 2 | -0.3
O=S(=O)(c1ccc(Oc2ccc(S(=O)(=O)N(CCO)CCO)cc2)cc1)N(CCO)CCO | 0 | 7 | 12 | -3 | 1 | -5 | 29 | -6 | 0 | -0.3
Cc1ccccc1Oc1nnc(-c2cccs2)c2ccccc12 | 17 | 0 | -14 | 1 | -3 | · | 5 | 8 | -4 | -0.3
Cc1cccn2c(=O)c3cc(C(=O)NC4CCCC4)n(C)c3nc12 | -17 | -93 | 38 | -5 | 1 | -10 | 55 | 11 | 0 | 1.8
Cc1cc(NC(=O)CSc2nnc(C(C)N(C)C)n2Cc2ccccc2)no1 (stereo not drawn) | -1 | 0 | -24 | 1 | 1 | -1 | 20 | 1 | 2 | 0.2
O=C(NCCC1=CCCCC1)C(=O)NCC1OCCCN1S(=O)(=O)c1ccccc1 (stereo not drawn) | 5 | 1 | -27 | 2 | -5 | 2 | 26 | 0 | -4 | -0.3
CCCOC(=O)Nc1ccc(S(=O)(=O)Nn2cnnc2)cc1 | 15 | 27 | -13 | -5 | 2 | -2 | 11 | 3 | -2 | 0.3
CC(C)(C)OC(=O)NNC(=O)C12CC3CC(CC(C3)C1)C2 | -9 | 18 | -6 | -1 | -6 | -1 | 4 | 5 | -2 | -0.3
Cc1ccc(S(=O)(=O)Cn2nnnc2C(C(C)C)N2CCN(C(=O)c3ccco3)CC2)cc1 (stereo not drawn) | 6 | 26 | -6 | 3 | 3 | -1 | 12 | -4 | 1 | -1.6
SMILES | HSF-1 act | aSyn 5UTR inh | KLF5 inh | HSF1 inh | GSK3B inh | GSK3 alpha inh | AI-2 QS modul | IEC-6 tox | HSP90 refold inh | HIF activator
CC(C)[C@H](NC(=O)c1ccco1)C(=O)N(C)Cc1c(F)cccc1Cl | 3 | -5 | -20 | 0 | 0 | -3 | 20 | -2 | -3 | -0.7
CCc1cc(=O)oc2c3c(cc(OCC(=O)NCCCOC)c12)OC(C)(C)CC3 | -2 | -6 | 10 | 0 | 0 | 0 | 10 | 7 | 3 | 0.9
COc1cccc(C(=O)NCCS(=O)(=O)N2CC(C)CC(C)C2)c1 (stereo not drawn) | 4 | 21 | · | 1 | 1 | -2 | 6 | · | · | 0.3
Cc1cc([N+](=O)[O-])ccc1NC(=O)c1cc2ccccc2o1 | 24 | -115 | -130 | 9 | -2 | 0 | -1 | 2 | 3 | 2.1
O=c1[nH]nc(CNc2ccc(OC(F)(F)F)cc2)c2ccccc12 | 29 | -14 | -33 | 9 | 4 | 2 | 12 | -4 | -3 | 0.4
Cc1ccc(C)c(S(=O)(=O)N(C)C2(C)CCS(=O)(=O)C2)c1 (stereo not drawn) | -3 | -3 | · | -2 | 5 | -3 | 17 | · | · | -0.5
O=C(Nc1ccc(Cl)cc1F)C1CC1c1ccccc1 (stereo not drawn) | 7 | -61 | -70 | 4 | 0 | -4 | -70 | -10 | -4 | -0.5
CCN(CC(=O)NCc1cccs1)C(=O)c1ccccc1F | -7 | 16 | -11 | 0 | -1 | 0 | 1 | 1 | -1 | 0.2
CC1Cc2ccccc2N1S(=O)(=O)c1cccc(C(=O)OCC(=O)NCc2ccco2)c1 (stereo not drawn) | 17 | 5 | -10 | 12 | 2 | -3 | 11 | -2 | -1 | -0.2
Oc1ccc(NCc2cccc(OCc3ccc(F)cc3)c2)cc1 | · | · | -33 | · | 0 | -2 | -1 | -17 | 4 | ·

Results in HSP90 refold inh, IEC-6 tox and HIF activator, for some of the entries so far:
canonical_smiles	HSP90 refold inh	IEC-6 tox	HIF activator
Cc1cc([N+](=O)[O-])ccc1NC(=O)c1cc2ccccc2o1	3	2	2.1
COc1cccc(C(=O)NCCS(=O)(=O)N2CC(C)CC(C)C2)c1 (stereo not drawn)	·	·	0.3
